Compound activity from PubChem BioAssay.
RAM network inh = yeast RAM network inhibition; S. cerevisiae dse1pr::URA3 reporter, 5-FOA growth OD615, 2 d; analog-sensitive cbk1-as2 kinase mutant strain; inhibition, % at 50 µM; AID 868; 1.8% of 190,000 active;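 active = inhibition above a set limit, 3 SD over mean compound inhibition, cut at about 8.4% in these data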;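 note: 0% = DMSO-only wells with no growth and 100% = 10 µM 1-NA-PP1 full growth; inhibition rescues growth on 5-FOA so higher OD means more RAM inhibition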
bIAP act = increases bovine intestinal alkaline phosphatase activity; 0.17% of 200,000 active; AID 1016; activation factor at 20 µM; purified bovine IAP, CDP-star luminescence, 30 min; stronger effect = higher value; fold of DMSO-control signal, blank-subtracted;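 active = activation factor of 2 or more at 20 µM, a signal rise over negative controls twice the positive control's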
TNAP act hi DEA = increases human TNAP activity under high phosphate acceptor concentration; P05186; purified TNAP, CDP-star luminescence, 1 M DEA, 30 min; stronger effect = higher value; 0 = EDTA background, 1 = DMSO-only activity; activation factor at 20 µM; 200,000 tested, under 10 active;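 active = activation factor at least 2 at 20 µM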
Target sequence (P05186 whole entry, looked up): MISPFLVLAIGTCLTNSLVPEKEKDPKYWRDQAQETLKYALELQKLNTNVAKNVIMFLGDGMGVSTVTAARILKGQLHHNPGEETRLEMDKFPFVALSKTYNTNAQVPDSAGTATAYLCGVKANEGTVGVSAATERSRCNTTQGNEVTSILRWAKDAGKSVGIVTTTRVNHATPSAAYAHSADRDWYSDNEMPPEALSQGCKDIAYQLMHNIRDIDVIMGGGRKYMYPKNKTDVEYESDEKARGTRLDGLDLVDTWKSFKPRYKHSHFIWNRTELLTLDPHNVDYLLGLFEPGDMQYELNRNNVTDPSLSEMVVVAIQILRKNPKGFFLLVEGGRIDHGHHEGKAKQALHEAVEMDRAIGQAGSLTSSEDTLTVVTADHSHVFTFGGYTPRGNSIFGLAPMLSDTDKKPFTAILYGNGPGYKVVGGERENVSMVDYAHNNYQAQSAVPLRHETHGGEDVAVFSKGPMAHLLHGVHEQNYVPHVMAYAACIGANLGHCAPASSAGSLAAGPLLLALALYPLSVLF
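Dosing: 20 µM single point. System: human TNAP. Amount: TNAP 1/800 final. Incubation: 30 min, room temperature. Read-out: TNAP activation factor scaled between EDTA and DMSO control wells. Signal: luminescence from CDP-star hydrolysis. Medium: 1 M DEA, pH 9.8, Mg2+, Zn2+. Control set: EDTA negative control, DMSO positive control.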
TNAP inh no acc = blocks human TNAP activity with no phosphate acceptor present; P05186; purified TNAP, CDP-star luminescence, 30 min; AID 1012; inhibition, % at 20 µM; 0.26% of 200,000 active;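 active = tissue-nonspecific alkaline phosphatase inhibition above about 50% at 20 µM in the single-dose screen, limit read from the data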;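 note: 0% = DMSO negative control and 100% = EDTA positive control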
APP transl inh = APP translation inhibition; AID 1285; 0.82% of 190,000 active; SH-SY5Y APP 5'UTR-luciferase reporter, luminescence; inhibition, % at 2 µM;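 active = inhibition above a set limit, derived from the sample mean plus 3 SD, cut at about 45% in these data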; note: values of inactives mirror those of a sister screen read the other way
bIAP inhibitor = blocks bovine intestinal alkaline phosphatase activity; inhibition, % at 20 µM; purified bovine IAP, CDP-star luminescence, 30 min; AID 1019; 190,000 tested, under 10 active;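 active = over 50% inhibition of intestinal alkaline phosphatase at 20 µM in the single-dose screen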
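System: Purified bovine intestinal alkaline phosphatase (IAP) enzyme | Input: IAP diluted 1/65,000,000 in the well | Also added: CDP-star chemiluminescent phosphatase substrate, 30 µM final | Dosing: 20 µM single dose | Times: Enzyme reaction for 30 min at room temperature | Detection: Luminescence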
FLuc inh counter = counter-screen for luciferase assay inhibitors: firefly luciferase inhibition | inhibition, % at 10 µM | P08659 | ATPLite firefly luciferase biochemical luminescence, 10 min | 1.5% of 200,000 active;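 active = inhibition above about 50% when tested at 10 µM, limit read from the data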
Target sequence (P08659 whole entry, looked up): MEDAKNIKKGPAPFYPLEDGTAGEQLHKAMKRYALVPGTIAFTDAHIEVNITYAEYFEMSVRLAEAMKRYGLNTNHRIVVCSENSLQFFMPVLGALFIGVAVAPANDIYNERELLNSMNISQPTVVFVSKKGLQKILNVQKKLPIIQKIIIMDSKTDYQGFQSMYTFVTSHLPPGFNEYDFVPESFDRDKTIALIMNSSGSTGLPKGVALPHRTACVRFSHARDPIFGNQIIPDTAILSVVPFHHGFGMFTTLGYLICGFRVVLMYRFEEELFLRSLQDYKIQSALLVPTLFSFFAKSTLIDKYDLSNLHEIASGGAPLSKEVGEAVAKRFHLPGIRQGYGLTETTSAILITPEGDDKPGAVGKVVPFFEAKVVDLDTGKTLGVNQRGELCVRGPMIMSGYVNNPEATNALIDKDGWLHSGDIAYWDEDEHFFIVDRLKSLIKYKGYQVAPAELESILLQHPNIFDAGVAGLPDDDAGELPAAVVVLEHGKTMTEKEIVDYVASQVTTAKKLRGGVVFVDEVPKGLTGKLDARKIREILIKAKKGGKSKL
L major viab = reduces viability of Leishmania major promastigotes | 9% of 200,000 active | inhibition, % at 10 µM | resazurin fluorescence viability | AID 1063; in the data active = inhibition above about 50%;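 note: promastigotes grown with compound for 44 hours at 28 °C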
TNAP inh hi DEA = blocks human TNAP under high phosphate acceptor concentration; P05186; purified TNAP, CDP-star luminescence, 1 M DEA; inhibition, % at 20 µM; 0.03% of 200,000 active;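 active = over 50% inhibition of tissue-nonspecific alkaline phosphatase at 20 µM in the single-dose screen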;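 note: plate controls were DMSO wells for no effect and EDTA-quenched wells as full inhibition for full effect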
FLuc stim CS = firefly luciferase counter-screen for stimulation assays | P08659 | ATPlite luciferase biochemical, luminescence, 10 min; 0 = ATP-free wells, 1 = DMSO control | activation factor at 10 µM | 200,000 tested, under 10 active;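 active = luciferase activation factor, scaled between plate controls, of at least 2 with compound at 10 µM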
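Material: Luciferase/luciferin reagent mix; Doses: test compounds dosed from 2 mM stocks in 100% DMSO; Schedule: 10 min incubation after luciferase reagent addition, room temperature; Measured by: luminescence from luciferase reaction; Read-out: luminescence gain marking luciferase activators.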
Active calls of the source: *; nt = not tested or not shown.

SMILES | RAM network inh | bIAP act | TNAP act hi DEA | TNAP inh no acc | APP transl inh | bIAP inhibitor | FLuc inh counter | L major viab | TNAP inh hi DEA | FLuc stim CS
O=C(Nc1cccnc1)OC1CCCC1 | 0.9 | 1 | 1 | -4 | -37 | 2 | 5 | -4 | -1 | 0.9
Cc1ccc(-n2cnc3sc(C)c(C)c3c2=O)cc1 | 2.4 | 1.1 | 1 | -5 | -36 | -8 | 6 | -1 | -3 | 0.9
CC1CC(Nc2ccccc2N)=CC(=O)O1 (stereo not given) | 2.2 | 0.9 | 1 | -5 | -59 | 9 | -3 | -2 | 0 | 1
CN(C)C(=O)CSc1nnc(CCCCCNC(=O)OC(C)(C)C)o1 | 2.7 | 1.1 | 1.1 | -15 | 2 | -6 | -2 | -4 | -8 | 1
COc1ccc(CNC(=O)c2cnc(C)cn2)cc1 | 1.8 | 1.1 | 1 | -4 | -11 | -7 | 2 | -9 | -3 | 1
CCOc1ccccc1NC(=O)C(OC(=O)c1ccccc1)c1ccccc1 (stereo not given) | 6.3 | 1.2 | 0.9 | 0 | -2 | -18 | -3 | -2 | 5 | 1
Cc1ccc(S(=O)(=O)N2CCCC2c2nc3ccccc3s2)cc1 (stereo not given) | 4.0 | 1 | 1 | -9 | 6 | 1 | -8 | -6 | -4 | 1.1
CC1=NN(C(N)=S)C(=O)C1N=Nc1cccc2ccccc12 (stereo not given) | 4.1 | 1 | 0.8 | -13 | -16 | -3 | 3 | -3 | 16 | 1
CCOc1ccc(N(CC(=O)NN=C2CCCC2)S(C)(=O)=O)cc1 | 2.2 | 1 | 1 | -15 | -4 | -2 | -6 | 6 | -4 | 1.1
N=c1oc2cc(O)ccc2cc1C(=O)Nc1nc2ccccc2s1 | -0.1 | 0.6 | 1.1 | -7 | -178 | 37 | 75* | -4 | -8 | 0.3
COc1cccc(C(=O)N2CCN(Cc3ccccn3)CC2)c1OC | -0.3 | 1 | 1 | -11 | 1 | -3 | -4 | -1 | -4 | 1
CC(C)CC(=O)Nc1nc2c(c(=O)[nH]1)CCCC2 | -0.1 | 0.9 | 1 | -15 | -3 | 12 | -5 | -3 | -2 | 1
Cc1cccc(C)c1NC(=O)CCn1cnc2ccccc2c1=O | 3.6 | 1 | 1 | -7 | 2 | 0 | -4 | -7 | -1 | 1
O=C(CNC(=O)c1ccncc1)N/N=C/c1ccccc1[N+](=O)[O-] | -0.1 | 1 | 1 | -3 | -16 | 2 | -6 | 18 | -1 | 1.1
Cc1ccc2c(c1)C(=O)CCN2 | 2.8 | 0.9 | 1.1 | -12 | 12 | 13 | -6 | 1 | -7 | 1.1
CCC(=O)n1nc(-c2ccc(OC)cc2)nc1NCc1cccs1 | 1.7 | 0.9 | 1.1 | 18 | -36 | 13 | -9 | -4 | -6 | 1.1
Cc1ccc2oc(=O)c3cnn(CC(=O)NCCc4ccsc4)c3c2c1 | 1.9 | 1 | 1.1 | -20 | -8 | 0 | -4 | 1 | -6 | 1
O=C1N=c2ccccc2=C1c1sc(=S)n(NC(=O)c2cccc(O)c2)c1O | 1.3 | 1 | 1 | 28 | 6 | -1 | -4 | -9 | 0 | 1
Cc1cc(C)n(CC(=O)NC2C(=O)N3C(C(=O)O)=C(CSc4nnc(C)s4)CSC23)n1 (stereo not given) | 1.0 | 1 | 1.1 | -5 | -6 | 0 | -12 | -5 | -6 | 1.1
Nc1ccc(-n2nncc2-c2ccccc2)cc1 | 1.7 | 1 | 1 | 2 | -18 | 1 | -6 | -4 | -1 | 1.1
O=C(C1CCCO1)N1CCN(c2ccc(F)cc2)CC1 (stereo not given) | 2.3 | 0.9 | 1 | -6 | 2 | 6 | -2 | -4 | 3 | 1
CC(C)CCNC(=O)NC(=O)CSc1nnc(-c2ccccc2F)n1N | 0.6 | 0.9 | 1 | -4 | -9 | 9 | 0 | -6 | -3 | 1
CN(Cc1nccn1C)C(=O)c1cc(COc2ccc3ncccc3c2)on1 | 3.2 | 1 | 1 | -8 | -6 | 1 | -4 | 0 | -1 | 1
CC1CCN(S(=O)(=O)c2ccc3c(c2)oc(=O)n3CC(=O)N2c3ccccc3CC2C)CC1 (stereo not given) | 3.4 | 0.8 | 1.1 | -15 | 7 | 18 | -6 | 22 | -6 | 1.1
CN(c1ccccc1)S(=O)(=O)c1cccc(NC(=O)CCN2C(=O)C3CCCCC3C2=O)c1 (stereo not given) | 0.6 | 1 | 1.1 | -38 | -7 | -4 | -6 | 27 | -5 | 1.1
CN(C)c1ccc(/C=C/c2nc3ccccc3s2)cc1 | 7.0 | 1 | 1 | -8 | -14 | 5 | 93* | 0 | 0 | 0.1
Cc1nc2cc(N=NC3=C(O)CCCC3=O)ccc2s1 | 2.4 | 0.9 | 0.9 | 23 | -49 | 9 | 40 | -4 | 13 | 0.6
CCCCCCCCC/C(=N\O)c1ccccn1 | -1.9 | 1 | 1 | -1 | -31 | -2 | -6 | 87* | 0 | 1.1
COc1ccccc1N1CCN(S(=O)(=O)c2cccc3nsnc23)CC1 | 0.3 | 0.9 | 1 | -8 | -6 | 5 | 2 | -2 | -2 | 1
CC(C)CNC(=O)COC(=O)c1ccc(Cl)c(S(N)(=O)=O)c1 | 0.8 | 0.9 | 1 | -3 | -6 | 11 | 0 | -1 | 4 | 1
CCn1c(SCc2nnc(-c3ccccc3)o2)nc2c1c(=O)n(C)c(=O)n2C | nt | 0.9 | 1 | -5 | nt | 7 | -4 | nt | 2 | 1
Cc1cc(Nc2ncc(Cl)cc2Cl)n(-c2ccccc2)n1 | 0.7 | 1.1 | 1 | -16 | -9 | -5 | 6 | 1 | 1 | 0.9
O=C(CCc1nnc(CCC2CCCCC2)o1)NCCn1cccn1 | 2.2 | 1 | 1.1 | -12 | 1 | -1 | -5 | -4 | -7 | 1
CCOc1ccc(-c2nnc(-c3ccco3)o2)cc1 | 3.9 | 0.9 | 1 | -8 | -147 | 10 | 79* | 2 | -2 | 0.2
Cc1cc(/C=C(\C#N)C(=O)NCc2cccs2)c(C)n1-c1ccc([N+](=O)[O-])cc1 | 4.3 | 0.8 | 1 | -5 | 29 | 17 | -4 | -4 | 0 | 1
O=C(Nc1ccccc1)Nc1ncc([N+](=O)[O-])s1 | 3.3 | 0.8 | 0.8 | 17 | -120 | 22 | 27 | 11 | 21 | 0.7
COc1cc2c(cc1OC)C(C(C)C)=NC(C)(C)C2 | 0.2 | 0.9 | 1 | -10 | -5 | 12 | -5 | -1 | -2 | 1.1
C#CCNC(=O)C1=C[C@@H](c2ccc3c(c2)OCO3)[C@H](CCCO)[C@@H](OCC)O1 | 0.6 | 1.1 | 1 | -5 | -12 | -6 | 1 | -6 | -5 | 1
O=C(Nc1nc(-c2ccc(S(=O)(=O)N3CCCCCC3)cc2)cs1)c1cccs1 | 1.0 | 0.9 | 1.1 | -16 | -25 | 9 | -8 | 22 | -5 | 1.1
CCn1cc(C(=O)NCc2cccs2)c(=O)c2ccc(C)nc21 | 2.4 | 1 | 1.1 | -12 | -25 | 5 | -6 | 4 | -6 | 1.1
COc1ccc(CCNC(=O)[C@@H]2C[C@H]2c2ccccc2)cc1OC | -0.3 | 0.9 | 1 | -16 | 7 | 12 | -7 | -4 | -3 | 1.1
CN(C)c1cccc(C(=O)OCC(=O)Nc2ccccc2Sc2ccccc2)c1 | 4.3 | 1 | 1 | -10 | -6 | -2 | -5 | -1 | -4 | 1
CC(C)=C1C2CCC1C1C(=O)N(NC(=O)COc3ccc(C(C)(C)C)cc3)C(=O)C21 (stereo not given) | 3.0 | 0.9 | 1 | 0 | -25 | 6 | -8 | 6 | -1 | 1.1
CCN1CCN(CCCN(Cc2ccco2)C(=S)Nc2ccc(Cl)c(C)c2)CC1 | 2.0 | 1.1 | 1 | -4 | -8 | -6 | -4 | 44 | 2 | 1
COc1ccc(-n2cnnc2SCCC#N)cc1 | -0.1 | 1 | 1.1 | -14 | 12 | 0 | 0 | -2 | -8 | 1

Part of the list above, as labelled records.
> CN(C)C(=O)CSc1nnc(CCCCCNC(=O)OC(C)(C)C)o1
  RAM network inh: 2.7; bIAP act: 1.1; TNAP act hi DEA: 1.1; TNAP inh no acc: -15; APP transl inh: 2; bIAP inhibitor: -6; FLuc inh counter: -2; L major viab: -4; TNAP inh hi DEA: -8; FLuc stim CS: 1
> CCC(=O)n1nc(-c2ccc(OC)cc2)nc1NCc1cccs1
  RAM network inh: 1.7; bIAP act: 0.9; TNAP act hi DEA: 1.1; TNAP inh no acc: 18; APP transl inh: -36; bIAP inhibitor: 13; FLuc inh counter: -9; L major viab: -4; TNAP inh hi DEA: -6; FLuc stim CS: 1.1

Other compounds follow.
SMILES | RAM network inh | bIAP act | TNAP act hi DEA | TNAP inh no acc | APP transl inh | bIAP inhibitor | FLuc inh counter | L major viab | TNAP inh hi DEA | FLuc stim CS
O=S(=O)(c1ccc(Cl)cc1)N1CCn2c1nc1ccccc12 | 1.6 | 0.9 | 1.1 | 6 | 3 | 6 | -7 | 1 | -6 | 1.1
COc1ccc(NC(=O)c2c(C(F)(F)F)nn(C)c2SCc2ccccc2Cl)cc1 | 0.9 | 0.9 | 1.1 | -9 | nt | 7 | -9 | -1 | -6 | 1.1
Cc1cc(NCCCn2ccnc2)n2ncc(-c3ccccc3)c2n1 | 1.9 | 1.3 | 1.1 | 0 | -102 | -25 | 87* | 89* | -5 | 0.1
Cc1ccc(CNC(=O)CSCC(=O)O)cc1 | 1.7 | 0.9 | 1.1 | -18 | 2 | 11 | -5 | -4 | -6 | 1.1
COC(=O)c1cccc(NC(=S)NCc2ccc(Cl)cc2)c1 | 2.5 | 0.7 | 1 | -16 | 5 | 29 | -6 | 12 | 2 | 1.1
CCOc1ccc(N2CC(O)(c3ccc(F)cc3)[N+]3=C2CCCC3)cc1 (stereo not given) | 0.5 | 1.1 | 1 | -11 | -9 | -10 | -2 | 1 | 1 | 1
Cn1c(=O)c2c(c3ccccc31)OC(=O)CC2c1cccnc1 (stereo not given) | 1.6 | 1 | 1 | -7 | -9 | -2 | -8 | -3 | -4 | 1.1
Cc1cccc(-n2c(CCN3C(=O)c4ccccc4C3=O)nc3ccccc3c2=O)n1 | 1.1 | 0.9 | 1 | -2 | -10 | 10 | -10 | -10 | -3 | 1.1
COc1ccc(C2Nc3ccccc3C(=O)N2c2ccc(F)cc2)cc1CSc1ccccn1 (stereo not given) | 3.6 | 1.1 | 1 | -12 | -34 | -5 | 3 | -4 | 3 | 1
CCOC(=O)c1ccc(Oc2nc(NC)nc(OC)n2)cc1 | -0.9 | 1 | 1 | -2 | -14 | 4 | -4 | -5 | -1 | 1
CCN(CC)c1ccc(C(=O)OCC(=O)N(C)Cc2ccccc2)cc1 | -0.7 | 0.9 | 1.1 | -15 | 12 | 7 | -4 | 5 | -6 | 1
CCOC(=O)C(Cc1ccc(Cl)cc1Cl)c1ccno1 (stereo not given) | 0.0 | 0.9 | 1 | -6 | -7 | 5 | -5 | 6 | -3 | 1.1
CCC(C)(C)n1nnnc1C(c1cc2cc(OC)ccc2[nH]c1=O)N1CCc2ccccc21 (stereo not given) | 2.5 | 0.9 | 1 | -4 | -4 | 8 | -3 | 34 | -1 | 1
